# Screening data (PubChem BioAssay)
# Tn7 DDE FP – inhibitors of Tn7 peptide binding to fibrin DD(E), primary screen, biochemical, fluorescence polarization, human fibrin, Tn7 probe | Fibrinogen beta chain (Homo sapiens), P02675 | FP displacement of FITC-Tn7 peptide from fibrin DD(E); 0% = median of compound wells per plate | inhibition, % at 8.3 µM | 0.13% of 370,000 active;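 active = inhibition above the mean of compounds falling within the control limits plus 3 SD of them, cut at about 14% in these data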;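 also: 0% = plate median of compound wells and 100% = 10 µM Aha-Tn7 peptide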
#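 Also added: labelled Tn7 tracer, 0.1 µM; Assay system: human fibrin DD(E) protein; Amount: 2 µM fibrin DD(E); Schedule: 10 min compound pre-incubation, 3 h probe incubation at room temperature; Repeats: one replicate per compound; Read-out basis: percent inhibition; Measured by: fluorescence polarization of the labelled Tn7 tracer.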
# PLCb3 inh – human PLC-beta3 inhibitors, primary screen, biochemical, fluorescence; 1-phosphatidylinositol 4,5-bisphosphate phosphodiesterase beta-3 (Homo sapiens), Q01970; 0.18% of 370,000 active; inhibition, % at 12.2 µM; Purified PLC-beta3, fluorogenic substrate; in the data active = inhibition above about 11%;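 also: 0% = median of compound wells on plate and 100% = full blocker control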
# KLK7 zymogen act – proKLK7 zymogen activators, primary screen, biochemical, fluorescence intensity; Kallikrein-7 (Homo sapiens), P49862; purified proKLK7, EDANS-DABCYL substrate fluorescence; 100% is mature enzyme control, 0% vehicle; activation, % at 7 µM; 0.9% of 370,000 active; AID 652039, 2013;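 active = activation above the mean of all tested compounds plus 3 SD, computed per campaign excluding outliers beyond control limits, cut at about 13% in these data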
# Target sequence (P49862 whole entry, looked up): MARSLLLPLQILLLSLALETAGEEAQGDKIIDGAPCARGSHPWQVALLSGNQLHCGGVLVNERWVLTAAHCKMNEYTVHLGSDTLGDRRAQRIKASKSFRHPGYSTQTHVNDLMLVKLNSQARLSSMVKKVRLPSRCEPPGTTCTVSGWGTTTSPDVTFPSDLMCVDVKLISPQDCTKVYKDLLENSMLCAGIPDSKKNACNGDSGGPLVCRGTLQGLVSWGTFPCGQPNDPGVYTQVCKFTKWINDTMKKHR
# ARFGAP1 inhibitor – inhibitors of rat ARFGAP1 GAP activity, primary screen, biochemical, fluorescence polarization, GDP tracer; 0.26% of 360,000 active; Arfgap1-stimulated ARF1 GTP hydrolysis, GDP FP detection; AID 651572, 2012; inhibition, % at 16.5 µM; ADP-ribosylation factor GTPase-activating protein 1 (Rattus norvegicus), Q62848;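 active = inhibition above a per-plate limit, mean inhibition of low control wells plus 3 SD, cut at about 25% in these data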;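 also: 0% = DMSO wells with enzyme and 100% = wells lacking Arfgap1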
# Target sequence (Q62848 1-136 limits assumed): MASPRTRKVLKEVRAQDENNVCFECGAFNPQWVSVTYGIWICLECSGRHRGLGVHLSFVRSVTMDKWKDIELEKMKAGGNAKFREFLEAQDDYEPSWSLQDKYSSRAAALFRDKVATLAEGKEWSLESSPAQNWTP
#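 System: truncated rat Arfgap1 GAP domain / Benchmarks: high control wells lacking Arfgap1, low control full reaction with DMSO / Times: compound-enzyme preincubation 20 min, reaction 120 min, detection 60 min, 25 °C / Repeats: one replicate per compound / Also added: human ARF1(Δ1-17)-GTP substrate / Measured by: Tracer-displacement fluorescence polarization with EDTA stop, 620/688 nm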
# HGIII-sPLA2 inh – human group III sPLA2 inhibitors, primary screen, biochemical, QFRET, BODIPY PC-A2 liposome substrate | Group 3 secretory phospholipase A2 (Homo sapiens), Q9NZ20 | QFRET BODIPY PC-A2 liposome hydrolysis, fluorescence | inhibition, % at 12.2 µM | 0.56% of 370,000 active | AID 743126, 2013;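 active = inhibition above mean plus 3 SD of compounds lying within the high and low control bounds, cut at about 19% in these data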;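 also: 0% = median of test compound wells and 100% = no enzyme DMSO wells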
# NR1D1 modulator – modulators of Rev-erb alpha DNA binding, primary screen, biochemical, FITC-DNA, fluorescence polarization, uHTS; activity, % at 10 µM; 0.79% of 370,000 active; Rev-erbα–FITC-DNA binding, 90 min; Nuclear receptor subfamily 1 group D member 1 (Homo sapiens), P20393;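 active = activity above about 14%, limit read from the data; passing the limit was not always enough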;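 also: 0% = DMSO wells with 35 nM protein and 100% = DMSO wells with 750 nM protein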
# Target sequence (P20393 whole entry, looked up): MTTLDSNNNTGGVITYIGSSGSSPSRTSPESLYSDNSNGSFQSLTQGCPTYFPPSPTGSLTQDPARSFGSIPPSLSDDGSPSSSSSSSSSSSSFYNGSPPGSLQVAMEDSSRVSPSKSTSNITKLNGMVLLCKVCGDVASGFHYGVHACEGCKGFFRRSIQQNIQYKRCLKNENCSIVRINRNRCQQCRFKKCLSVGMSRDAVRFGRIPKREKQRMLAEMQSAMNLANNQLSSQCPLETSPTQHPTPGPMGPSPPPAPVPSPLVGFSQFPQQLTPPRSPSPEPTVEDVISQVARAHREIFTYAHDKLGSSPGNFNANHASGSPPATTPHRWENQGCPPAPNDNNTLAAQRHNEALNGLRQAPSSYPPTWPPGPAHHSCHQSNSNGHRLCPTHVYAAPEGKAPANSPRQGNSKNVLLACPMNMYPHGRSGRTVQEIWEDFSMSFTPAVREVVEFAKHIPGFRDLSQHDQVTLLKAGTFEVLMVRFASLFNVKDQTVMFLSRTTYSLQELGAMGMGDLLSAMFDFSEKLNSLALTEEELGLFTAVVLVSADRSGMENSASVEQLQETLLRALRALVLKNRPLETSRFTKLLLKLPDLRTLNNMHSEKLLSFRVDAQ
# Tn6 DDE FP – inhibitors of Tn6 peptide binding to fibrin DD(E), primary screen, biochemical, fluorescence polarization, human fibrin, Tn6 probe; Fibrinogen beta chain (Homo sapiens), P02675; AID 720509, 2013; 0.21% of 370,000 active; Fibrin DD(E) TRITC-Tn6 fluorescence polarization displacement; inhibition, % at 8.3 µM;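 active = inhibition above a per-campaign cutoff: mean of compounds within control limits plus 3 SD, cut at about 15% in these data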;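 also: 0% = median of all compound wells on the plate and 100% = blocking peptide control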
# ASAP1 inh – inhibitors of human ASAP1 ArfGAP activity, primary screen, biochemical, fluorescence polarization | 0.19% of 360,000 active | inhibition, % at 16.5 µM | ASAP1-stimulated ARF1 GTP hydrolysis, GDP FP detection | Arf-GAP with SH3 domain, ANK repeat and PH domain-containing protein 1 (Homo sapiens), … | AID 624377, 2012; in the data active = inhibition above about 25%;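 also: 0% = vehicle with enzyme and substrate and 100% = no enzyme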
# PLCg1 inh – PLC-gamma1 enzyme inhibitors, primary screen, biochemical, fluorescence, purified enzyme | 0.84% of 370,000 active | AID 720700, 2013 | inhibition, % at 12.2 µM | fluorogenic substrate | 1-phosphatidylinositol 4,5-bisphosphate phosphodiesterase gamma-1 (Homo sapiens), P19174; in the data active = inhibition above about 9.5%
# UHRF1 MBD2 ctr – UHRF1 methylated DNA binding inhibitors, primary screen, counter-screen for MBD2 inhibitor project, biochemical, TR-FRET, human UHRF1, single concentration. E3 ubiquitin-protein ligase UHRF1 (Homo sapiens), Q96T88. 0.75% of 370,000 active. AID 687016, 2013. inhibition, % at 4.4 µM. UHRF1 binding to methylated oligo; in the data active = inhibition above about 21%;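 also: UHRF1 SRA domain binding a hemimethylated CpG hairpin DNA probe; 0% = median of test compound wells and 100% = reference inhibitor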
# An asterisk follows results filed as active; nt = not tested or not shown.
# Each structure is followed by: Tn7 DDE FP	PLCb3 inh	KLK7 zymogen act	ARFGAP1 inhibitor	HGIII-sPLA2 inh	NR1D1 modulator	Tn6 DDE FP	ASAP1 inh	PLCg1 inh	UHRF1 MBD2 ctr
- COC(=O)Nc1nc2ccc(SC(C)C)cc2[nH]1
 : 2	-1	-0.1	1	2	2	0	-2	0	1
- COC(=O)C1CN(Cc2ccccc2)CCS(=O)(=O)N1Cc1ccc(OC)cc1 (centres undefined)
 : -3	3	0.6	nt	0	-1	2	nt	2	3
- O=C(N/N=C/c1ccc2c(c1)OCO2)c1ccc(NS(=O)(=O)c2cccs2)cc1
 : -2	-29	1.4	2	-13	6	-5	5	-19	-3
- Cc1noc(C)c1COc1ccccc1C(=O)NCc1ccco1
 : 5	0	0.3	-8	6	-9	4	4	9	-1
- CCC(C)Nc1nc(Cl)nc(N(C#N)CN2C(=O)c3ccccc3S2(=O)=O)n1 (centres undefined)
 : -3	0	-0.4	4	-6	-1	-1	-2	0	0
- COc1ccc(Nc2nnc(-c3ccc(N4CCOCC4)c([N+](=O)[O-])c3)c3ccccc23)cc1
 : 0	3	0.3	-3	1	-4	-9	-13	7	-3
- COC(=O)C1=C(c2ccc(OC)cc2)OC(=O)C1(C)C
 : 2	1	-0.7	8	7	-7	-13	0	3	18
- O=C(N/N=C/c1ccc(OC(F)F)cc1)c1ccc(Br)cc1
 : 7	-10	-0.1	7	11	0	0	9	-9	3
- CN(CC(=O)Nc1cccc(F)c1)C(=O)c1ccc(OCc2ccccc2)cc1
 : 6	-10	-0.2	0	7	-4	1	-5	-1	0
- CCCOc1ccc(C(CC(=O)O)NC(=O)c2cccs2)cc1 (centres undefined)
 : 1	-3	0.5	-1	-7	-6	-4	-1	-3	-1
- O=C(NCCSc1c[nH]c2ccccc12)c1ccc2c(c1)OCO2
 : -5	-3	0.7	-13	-14	4	-4	7	-2	4
- Cc1cccc(CN2[C@H](COC(=O)Nc3ccccc3)C=CS2(=O)=O)c1
 : 5	3	0.7	14	-8	6	7	-1	-1	-1
- O=C1[C@@H](Oc2ccccc2)[C@@H](c2ccncc2)N1c1ccncc1
 : -1	-1	-0.2	-1	5	6	5	-2	-13	-4
- C=CCOc1ccc(Br)cc1CNCCCN1CCOCC1
 : -1	-1	-0.5	13	1	-2	3	-2	0	1
- c1ccc2nc(-c3nc4ccccc4o3)ccc2c1
 : 0	-48	1.8	7	-8	-5	6	-1	-38	-7
- CCC1CN(C(=O)N2CCC(C(=O)Nc3ccccc3F)CC2)c2ccccc2O1 (centres undefined)
 : -3	-9	0.1	1	-4	2	-2	4	-4	1
- CN(C)CCOC(=O)c1sc2ccccc2c1Cl
 : 2	-3	-1.1	5	2	1	-5	-13	-1	-6
- O=C(NC(=S)Nc1ccccc1Br)C1CCC1
 : -4	-3	-0.9	-1	6	11	4	5	6	2
- COCCN(C(=O)CNC(=O)c1ccco1)C(C(=O)NC1CCCC1)c1cccs1 (centres undefined)
 : 8	1	0.4	-1	3	-1	3	-22	2	1
- Cc1ccc(CNS(=O)(=O)CCNC(=O)c2ccc3c(c2)OCO3)cc1
 : -4	-8	0.3	-4	-2	2	-1	-7	-1	-1
- O=C(COC(=O)C1CC2C=CC1C2)Nc1cccc(S(=O)(=O)N2CCCCCC2)c1 (centres undefined)
 : 1	1	0.4	2	-23	-10	-8	5	-2	-3
- COc1ccc(NS(=O)(=O)c2cn(C)c(=O)n(C)c2=O)c(OC)c1
 : -4	-1	0.1	3	3	0	4	-12	4	-1
- O=c1c2nnn(Cc3ccccc3)c2ncn1C/C=C/c1ccccc1
 : -1	0	0.5	-12	-12	-2	-2	10	1	-3
- CC1C(=O)C(C)C(c2ccccc2F)NC1c1ccccc1F (centres undefined)
 : 3	-3	-0.1	10	3	-4	-3	-4	0	1
- COc1ccc(CC2NCCC3(O)CCCCC23)cc1 (centres undefined)
 : -2	0	0.2	-7	7	-1	7	-16	2	-3
- CC(=O)c1ccc(OCCCC(=O)NC2CCCCC2C)cc1 (centres undefined)
 : 9	5	-0.7	8	-3	1	0	-6	1	-2
- CSc1cccc(NC(=O)C2CCN(S(=O)(=O)c3ccc4c(c3)NC(=O)CO4)CC2)c1
 : 3	-9	-0.4	3	-21	-4	1	-1	2	13
- Cc1[nH]c(=S)c(C#N)c(C)c1CCC#N
 : -4	-5	-1.0	-12	2	-2	-3	-20	-1	-5
- CCOc1ccc(N(CC(=O)Nc2cccc(Br)c2)S(C)(=O)=O)cc1
 : 3	-4	-0.3	-4	-23	3	-1	4	-2	-1
- O=C(COC(=O)CSc1ccc([N+](=O)[O-])cc1)NCc1cccs1
 : -2	-8	0.9	26*	-12	8	-2	7	4	3
- COc1ccc(C(=O)NCCCNC(=O)c2cccnc2)cc1OC
 : 1	-3	0.7	14	5	7	4	1	-2	1
- COc1ccc(CCN=C2SCC(=O)N2Cc2ccccc2)cc1OC
 : -7	1	-0.5	5	-5	-1	7	-5	2	0
- COc1cc(C=CC(=O)OCC=Cc2ccc3c(c2)OCO3)cc(OC)c1OC
 : 3	-5	-0.3	-2	14	6	-2	-8	-2	3
- Cc1ccc(SCCNC(=O)C(C)C)cc1
 : 0	5	0.6	-15	4	-5	2	-5	9.7*	1
- CN1/C(=C\C(=O)c2ccccc2Cl)c2ccccc2CC1(C)C
 : -5	0	-0.1	4	11	1	6	4	0	0
- N/C(CS(=O)(=O)c1ccccc1)=N\OC(=O)c1ccc(F)cc1
 : 3	-8	0.1	2	5	-6	-7	-1	-3	4
- O=C(/C=C/[C@H]1O[C@@H](n2ccc(=O)[nH]c2=O)[C@H](O)[C@@H]1O)NCc1cccs1
 : -7	-1	-0.3	-2	1	8	3	-4	1	-3
- CCC(C)NC(=O)c1ccc(N2CC3CC(C2)c2cccc(=O)n2C3)c(NC(=O)c2c(F)cccc2F)c1 (centres undefined)
 : 0	-1	-0.4	-4	-1	-3	-5	-9	-1	-1
- O=C(CSc1ncccc1C(=O)O)c1ccccc1
 : 1	-4	-0.2	-5	-3	-3	-2	4	0	0
- COc1ccc2nc(NC(=O)CCN3C(=O)c4ccccc4C3=O)sc2c1
 : 4	-5	0.3	-7	-8	4	5	-1	-5	9
- Cc1cccc(NC2=C(Cl)C(=O)OC2OC(C)C)c1 (centres undefined)
 : 3	7	0.3	8	6	4	-6	-10	10*	5
- CCCCNC(=O)Cn1nc(Cc2ccncc2)c2ccccc2c1=O
 : 0	-3	0.1	-2	-3	-1	4	-8	4	-1
- Cc1cc(NC(=O)CSc2ncc(CO)n2Cc2ccc(F)cc2)no1
 : 6	-5	0.0	6	3	-4	-3	10	4	3
- C[C@H](CO)N1C[C@H](C)[C@@H](CN(C)S(=O)(=O)c2cccs2)Oc2ccc(NC(=O)Nc3ccc4c(c3)OCO4)cc2C1=O
 : 5	-2	0.3	1	-20	2	-2	5	-4	-3
- COc1ccc2c3c(cccc13)N(C)N=C2C
 : 6	-32	-41	-13	-8	-8	2	-4	-23	4
- O=S1(=O)CCOCC(CO)N1Cc1cccc(Br)c1 (centres undefined)
 : 4	1	-0.3	nt	15	3	-5	nt	2	1
- Cc1ccnc(NC(=O)c2cc3ccccc3oc2=O)c1
 : 4	-4	0.1	-5	5	-3	-8	-10	-2	0
- Nc1nc(SCC(=O)Nc2cccc(Oc3ccccc3)c2)n[nH]1
 : -7	0	0.1	11	-15	5	5	4	2	-1
- Cc1ccc2c(c1)c1c3n2CC(=C2C(=O)OC(C)(C)OC2=O)NC3CCC1 (centres undefined)
 : -7	-256	-1.8	0	-9	-3	3	-6	-221	1
- O=C(CCC(=O)N1CCCC1)Nc1nnc(C2CCCCC2)s1
 : -4	-2	0.1	3	2	5	-7	-3	3	-2
- Cc1nc(/C(N)=N/OC(=O)c2ccc(Cl)cc2)c(C(F)(F)F)o1
 : -6	0	0.2	5	8	-2	7	-3	1	1
- N#Cc1c(NC(=S)NC(=O)Cc2cccs2)sc2c1CCCCC2
 : -4	-2	-1.4	-2	5	-1	-5	12	2	3
- CC1CC(C)CN(C(=O)COc2ccc([N+](=O)[O-])cc2Cl)C1 (centres undefined)
 : -3	-1	0.1	-11	4	2	-1	-3	3	2
- CC1(C)CC(=O)C2=C(C1)OC(N)=C(C#N)C2c1ccc[nH]1 (centres undefined)
 : -1	-23	-0.8	-2	0	-8	12	-1	-19	0
- CCOC(=O)CN1C(=O)S/C(=C/c2ccc(N3CCCCC3)o2)C1=O
 : 4	-1	0.1	-8	-2	1	1	-7	-13	-1
- CCc1nc2c(nnn2Cc2ccc(F)cc2)c(=O)[nH]1
 : 6	0	0.0	-14	-5	4	8	-2	0	-3
- COc1ccc(CNC(=O)COC(=O)C2CCC(C(C)(C)C)CC2)cc1 (centres undefined)
 : -6	0	-0.1	-10	-8	0	0	-3	0	0
- CCOc1ccc(NC(=O)c2ccc(S(=O)(=O)N(C)C)cc2)cc1
 : 2	3	-0.3	1	-6	1	10	4	-2	-1
- O=C(CN1C(=O)COc2ccc(Cl)cc21)NC1CC1
 : -5	-6	0.2	5	-4	5	0	6	-1	-1
- CC(=O)Nc1cc(C(N)=O)c(Cl)cc1Cl
 : 4	1	0.1	5	2	4	-3	0	0	-2
- Cc1nc(C)c(-c2ccc(SCC(=O)Nc3ccccc3)nn2)s1
 : 0	-4	0.2	-1	1	-3	-2	-7	-2	-3
- O=S1(=O)CCN(CCc2ccccc2)CC1
 : -3	12*	-0.3	-3	2	-6	-5	2	6	1
- COC(=O)CN=C1OC(=O)N2C(=O)C3=C4[C@@H](C[C@H]5C(=O)N(c6ccccc6)C(=O)[C@H]5[C@H]4[C@@]12Cc1ccccc1)[C@H]1C(=O)N(c2ccccc2)C(=O)[C@H]1[C@H]3C
 : -2	-17	0.1	7	-20	-4	-2	-2	-5	3
